Bioassay records as filed in PubChem.
NR3A LBD binder – modulators (binders) of human NR3A ligand-binding domain. NR3A LBD differential scanning fluorimetry, Tm shift; 0% = protein alone, 100% = glycine-bound protein. Tm shift relative to glycine control, % at 25 µM. actives 2.5% (n = 340,000);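 active = melting temperature shift of at least 10% of the positive control shift, at one fixed dose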
tim10-1 inh – inhibits growth of tim10-1 mutant yeast | S. cerevisiae tim10-1 ts strain growth, BacTiter-Glo, 24 h | inhibition, % at 20 µM | actives 2.2% (n = 330,000) | AID 463190;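 active = inhibition of at least 40%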;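 also: mutant grown at 25 °C; 0% = DMSO wells with yeast and 100% = wells holding no yeast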
APJ ag – activates the human apelin receptor APJ. AID 2520. CHO-K1 APJ PathHunter beta-arrestin, luminescence; 0% DMSO wells, 100% apelin. activation, % at 20 µM. actives 0.11% (n = 330,000);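 active = activation more than six SD over the plate average, tested at 20 µM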;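 also: 0% = DMSO alone and 100% = apelin-13 at 10 nM; some results filed as inactive read as strong as hits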
Target sequence (P35414 whole entry, looked up): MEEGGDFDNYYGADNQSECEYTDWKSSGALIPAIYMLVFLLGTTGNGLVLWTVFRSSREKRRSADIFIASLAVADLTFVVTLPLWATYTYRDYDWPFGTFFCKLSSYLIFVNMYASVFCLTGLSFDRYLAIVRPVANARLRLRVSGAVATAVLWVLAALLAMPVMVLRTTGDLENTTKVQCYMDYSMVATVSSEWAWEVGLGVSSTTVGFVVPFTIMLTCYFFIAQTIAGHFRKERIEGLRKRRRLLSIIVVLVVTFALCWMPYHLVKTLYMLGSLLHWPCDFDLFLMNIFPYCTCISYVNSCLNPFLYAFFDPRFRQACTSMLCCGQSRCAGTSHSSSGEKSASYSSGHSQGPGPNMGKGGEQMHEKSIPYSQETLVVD
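Test system: CHO-K1 APJ beta-arrestin complementation cell line | Compound: Single test compound dose, 20 µM final, 1% DMSO | Incubation: Compound 90 min 25 °C, reagent 1 h | Measured by: beta-gal luminescence | Read-out basis: APJ–arrestin association signal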
MPTP block – blocks calcium-induced mitochondrial swelling | isolated mouse mitochondria, Ca2+ swelling absorbance, 30 min | inhibition, % at 10 µM | actives 1.4% (n = 360,000) | AID 602449;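 active = inhibition of 50% or more, scaled per plate between neutral and stimulator controls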;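 also: 0% = DMSO wells given calcium and 100% = 1 mM EGTA wells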
tim23-1 inh – inhibits growth of tim23-1 mutant yeast | AID 463212 | S. cerevisiae tim23-1 growth, BacTiter-Glo luminescence, 24 h | inhibition, % at 20 µM | actives 1.3% (n = 330,000);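 active = growth inhibition of the mutant yeast at or above 50%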;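 also: temperature-sensitive mutant grown at 25 °C; plate controls were DMSO-treated mutant yeast for no effect and medium wells lacking yeast for full effect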
MIN6 prolif – induces beta-cell replication in MIN6 cells. proliferation, % at 10 µM. MIN6 cells proliferation, ATPlite luminescence, 48 h; cells starved in 0.2% serum; 100% = growth in 10% serum. actives 0.29% (n = 330,000). AID 2380;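 active = compounds whose signal lies at least 3.5 SD above the mean of all wells on their plate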;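 also: 0% = DMSO-treated cells in low-serum medium and 100% = 10% serum control; some compounds called inactive have numbers as strong as hits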
APJ antagonist – APJ receptor antagonism | P35414 | CHO-K1 APJ beta-arrestin complementation, luminescence | inhibition, % at 20 µM | actives 0.32% (n = 330,000);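 active = inhibition above about 40% at 20 µM, limit read from the data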;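 also: cells challenged with 10 nM apelin-13 agonist together with compound; plate controls were apelin-13 plus DMSO wells for no effect and DMSO wells lacking apelin-13 for full effect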
TIM10 inh – growth inhibitors of TIM10 yeast strain; S. cerevisiae TIM10 strain growth, BacTiter-Glo luminescence, 24 h; actives 1.4% (n = 330,000); inhibition, % at 10 µM;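 active = inhibition of 40% or more at the single tested concentration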;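 also: wild-type TIM10 isogenic control strain grown at permissive 25 °C; 0% = DMSO yeast wells and 100% = minimal medium wells without yeast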
NALP3 yeast inh – blocks the NALP3 inflammasome reconstituted in yeast | inhibition, % at 10 µM | Yeast reconstituted NLRP3/ASC/caspase-1, beta-gal luminescence, 24 h | actives 0.39% (n = 330,000);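 active = inhibition of 50% or more; inactive = inhibition below 50%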;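 also: plate controls were induced DMSO wells for no effect and uninduced yeast grown without galactose for full effect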
* hit, by the source's call; x = not tested or not shown. Not a hit list; overall some 7.2% were active at least once.

[1] CCCCCC(=O)Nc1ccc(N2CCN(C(=O)CCC)CC2)cc1
[2] O=C(Nc1nnc(SCc2cccnc2)s1)C1CC(=O)N(c2ccccc2)C1 (centres undefined)
[3] Cc1nc(-c2ccccn2)sc1C(=O)Nc1ccc(F)cc1F
[4] Cc1ccc(C)c(OCc2cc(C(=O)NC3CCOC(C)(C)C3)no2)c1 (centres undefined)
[5] Cc1nn(C(C)C(=O)Nc2ccccc2Cl)c(=O)c2nn(-c3ccccc3)c(C)c12 (centres undefined)
[6] CCOC(=O)c1[nH]c(COC(=O)c2ccccc2NC(=O)c2ccco2)c(C(=O)OCC)c1C
assay / compound	1	2	3	4	5	6
NR3A LBD binder	2	1	0	0	0	-4
tim10-1 inh	14	7	0	8	39	28
APJ ag	-2	-9	-2	-1	-5	4
MPTP block	-0.2	-0.7	1.5	-0.2	-0.9	1.8
tim23-1 inh	10	11	19	16	25	29
MIN6 prolif	-1	-1	0	4	1	1
APJ antagonist	5	6	6	17	-9	5
TIM10 inh	-4	-1	18	18	1	20
NALP3 yeast inh	9	23	7	5	-3	20

[7] CCC(C)[C@H]1CNCCN1CCc1cccc(F)c1 (some centres undefined)
[8] CCN(c1ccccc1)S(=O)(=O)c1ccc(OC)c(NC(=O)c2cc(Cl)ccn2)c1
[9] Cc1noc(C)c1CN1C(=O)NC2(CCc3ccccc3C2)C1=O (centres undefined)
[10] COc1cc(C(=O)NNC(=O)c2cccn2C)cc(OC)c1OC
[11] COc1ccc(CCNCC(O)COc2cccc(Br)c2)cc1 (centres undefined)
[12] O=C(CN1CCc2ccccc2C1)Nc1ccc(F)cc1F
assay / compound	7	8	9	10	11	12
NR3A LBD binder	1	3	0	1	-1	0
tim10-1 inh	5	-7	9	6	-27	1
APJ ag	5	0	1	-2	-1	-4
MPTP block	-0.5	1.7	0.6	0.8	60*	-1.4
tim23-1 inh	17	0	15	-11	-132	8
MIN6 prolif	1	-2	2	6	-4	-2
APJ antagonist	5	17	-2	-4	3	3
TIM10 inh	6	-2	5	8	14	-15
NALP3 yeast inh	3	5	2	7	24	2

[13] Cc1ccc2[nH]c(=O)c(CN(Cc3ccccc3Cl)C(=O)N3CCOCC3)cc2c1
[14] COc1ccccc1CNC(=O)CCCn1nc(C)c2c(C)n(-c3ccccc3)nc2c1=O
[15] CCn1c(-c2ccccc2)ccc(C#N)c1=O
[16] C=CCn1cc(C(=O)OC)c(=O)c2cc(S(=O)(=O)N(CC)CC)ccc21
[17] CCOC(=O)C(=Cc1ccc(F)cc1)C(=O)OCC
[18] CCOC(=O)Cn1nnnc1CN(Cc1ccccc1)Cc1cc2cc(CC)ccc2[nH]c1=O
assay / compound	13	14	15	16	17	18
NR3A LBD binder	-1	-1	0	-3	x	-6
tim10-1 inh	22	35	8	3	53*	-9
APJ ag	-1	-4	-1	-5	-5	3
MPTP block	-2.6	-0.7	1.4	0.0	x	2.1
tim23-1 inh	19	31	27	0	55*	14
MIN6 prolif	-2	-2	-4	-2	-2	-2
APJ antagonist	7	4	50*	-13	11	-10
TIM10 inh	13	6	-6	-7	43*	12
NALP3 yeast inh	6	5	1	-3	46	18

[19] COC(=O)c1ccc(C(=O)NC2CCCN(Cc3ccc(Cl)cc3)C2)nc1 (centres undefined)
[20] CC(=O)Nc1ccc(S(=O)(=O)NCC(=O)OC(C)c2ccccc2Cl)cc1 (centres undefined)
[21] O=C(NCC1COc2ccccc2O1)c1ccco1 (centres undefined)
[22] Cc1nn(S(=O)(=O)c2ccc(Cl)cc2)c(C)c1S(=O)(=O)N1CCOCC1
[23] O=C(COC(=O)c1ccc([N+](=O)[O-])s1)NCc1ccccc1
[24] C[C@H](NC(=O)[C@H]1N2C(=O)c3ccccc3C2SC1(C)C)C(=O)NCc1ccncc1 (some centres undefined)
assay / compound	19	20	21	22	23	24
NR3A LBD binder	-1	0	1	-2	-5	-3
tim10-1 inh	18	-3	7	-13	41*	4
APJ ag	-1	3	-2	-2	5	7
MPTP block	-0.5	1.7	-6.0	-1.4	1.1	0.3
tim23-1 inh	20	1	12	-7	51*	12
MIN6 prolif	-1	0	1	-4	-3	-4
APJ antagonist	1	14	3	3	-59	5
TIM10 inh	3	-7	6	7	54*	20
NALP3 yeast inh	21	16	12	1	4	16

[25] C[C@@H]1CN([C@@H](C)CO)C(=O)Cc2cc(NC(=O)Nc3cccc4ccccc34)ccc2O[C@@H]1CN(C)Cc1ccc(C(F)(F)F)cc1
[26] Clc1ccc(Cc2nnc(-c3cccs3)o2)cc1
[27] COC(=O)C1CCN(CC(=O)NC(=O)Nc2ccccc2F)CC1
[28] CC1(C)C2CC[C@]3(C)C(CC=C4[C@@H]5C[C@@](C)(CO)CC[C@]5(C(=O)O)CC[C@]43C)[C@@]2(C)CC[C@@H]1O (some centres undefined)
[29] CCc1ccc(/C=C2\SC(=S)N(CCCC(=O)Nc3nccs3)C2=O)cc1
[30] O=S(=O)(Nc1nc2ccc(S(=O)(=O)N3CCCC3)cc2s1)c1ccc(F)cc1
assay / compound	25	26	27	28	29	30
NR3A LBD binder	13*	-1	-3	1	-9	-2
tim10-1 inh	5	21	-3	2	11	16
APJ ag	0	-3	-1	-5	-1	-4
MPTP block	1.7	-3.1	0.4	0.3	3.4	7.8
tim23-1 inh	7	15	-8	6	1	11
MIN6 prolif	-6	-3	-1	-4	0	-2
APJ antagonist	-12	2	7	12	-10	-2
TIM10 inh	5	0	-3	-2	4	23
NALP3 yeast inh	29	11	8	41	3	-7

Complete entries, quoted from the list. Screens in order: NR3A LBD binder | tim10-1 inh | APJ ag | MPTP block | tim23-1 inh | MIN6 prolif | APJ antagonist | TIM10 inh | NALP3 yeast inh
Listed for Clc1ccc(Cc2nnc(-c3cccs3)o2)cc1 = -1 | 21 | -3 | -3.1 | 15 | -3 | 2 | 0 | 11
Listed for C[C@@H]1CN([C@@H](C)CO)C(=O)Cc2cc(NC(=O)Nc3cccc4ccccc34)ccc2O[C@@H]1CN(C)Cc1ccc(C(F)(F)F)cc1 = 13* | 5 | 0 | 1.7 | 7 | -6 | -12 | 5 | 29
Listed for CCc1ccc(/C=C2\SC(=S)N(CCCC(=O)Nc3nccs3)C2=O)cc1 = -9 | 11 | -1 | 3.4 | 1 | 0 | -10 | 4 | 3
Listed for COC(=O)C1CCN(CC(=O)NC(=O)Nc2ccccc2F)CC1 = -3 | -3 | -1 | 0.4 | -8 | -1 | 7 | -3 | 8
Listed for O=S(=O)(Nc1nc2ccc(S(=O)(=O)N3CCCC3)cc2s1)c1ccc(F)cc1 = -2 | 16 | -4 | 7.8 | 11 | -2 | -2 | 23 | -7

The list goes on:
[31] O=C(NC(=S)NNC(=O)[C@H]1C[C@@H]1c1ccccc1)c1cccc(F)c1
[32] CCOC(=O)C1CCCN(C(=O)c2ccc(Cl)c(S(=O)(=O)N3CCCCC3)c2)C1 (centres undefined)
[33] COC(C[C@H](O)C[C@@H](O)COCc1ccccc1)OC
[34] COC(=O)/C(=C/c1cccnc1)NC(=O)c1ccccc1
[35] CC(=O)SCCC(=O)Nc1ccccc1
[36] CCc1nnc(NC(=O)CSc2nnc(-c3cccnc3)n2CC)s1
assay / compound	31	32	33	34	35	36
NR3A LBD binder	0	-2	4	-2	1	-4
tim10-1 inh	29	17	-19	-7	2	9
APJ ag	-4	-5	-1	-3	-5	-3
MPTP block	7.5	-1.3	-1.5	-1.8	0.2	12
tim23-1 inh	-24	21	7	1	-8	12
MIN6 prolif	-6	-1	-2	0	-2	0
APJ antagonist	5	5	4	1	22	3
TIM10 inh	-33	3	-2	7	5	-12
NALP3 yeast inh	26	-2	12	14	13	12

[37] COC(=O)c1ccccc1NC(=O)CNc1cc(Cl)ccc1N1CCOCC1
[38] CC(C)OCCCNC(=O)CNC(=O)c1cccs1
[39] COc1ccc(-c2nc(-c3cccnc3)no2)cc1OC
[40] CCS(=O)(=O)c1nn2c(N)c(/C=C3/C=CC(=O)C(OC)=C3)c(=O)nc2s1
[41] COC(=O)CNC(=O)CSc1nnc(-c2ccc(OC)cc2)n1CC(C)C
[42] Cc1ccc(C2(C)NC(=O)N(CC(=O)Nc3cc(S(=O)(=O)N4CCCCC4)ccc3OC(C)C)C2=O)cc1 (centres undefined)
assay / compound	37	38	39	40	41	42
NR3A LBD binder	-7	x	0	0	-3	2
tim10-1 inh	4	-7	13	22	8	16
APJ ag	-5	-6	-2	0	2	7
MPTP block	1.9	-0.9	-0.9	1.7	-1.2	-2.1
tim23-1 inh	3	3	1	16	19	16
MIN6 prolif	-4	-2	4	0	1	-4
APJ antagonist	-3	9	24	14	-13	-25
TIM10 inh	28	-7	18	24	7	5
NALP3 yeast inh	20	31	16	-4	6	-11

[43] COc1cccc(Nc2nnc(SCC(=O)N(CC(C)C)CC(C)C)s2)c1
[44] C=CCN1C(=O)S/C(=C/c2ccc(Sc3nc4ccccc4[nH]3)o2)C1=O
[45] O=C(c1ccc2ccccc2n1)N1CCN(c2ccccc2Cl)CC1
[46] COc1ccc(N(CC(=O)Nc2cc(OC)c(OC)cc2C(=O)O)S(=O)(=O)c2c(C)noc2C)cc1
[47] N#CC1=C(N)Oc2n[nH]c(-c3ccccc3)c2C1c1ccncc1 (centres undefined)
[48] O=C(CN1C(=O)c2ccccc2C1=O)NC1CCC(O)CC1 (centres undefined)
assay / compound	43	44	45	46	47	48
NR3A LBD binder	-14	-1	-2	1	0	2
tim10-1 inh	37	20	24	19	14	13
APJ ag	1	-2	-4	-1	-2	-2
MPTP block	-0.5	91*	-1.6	0.5	0.2	-0.6
tim23-1 inh	46	28	32	9	-7	4
MIN6 prolif	-2	-2	1	3	3	-4
APJ antagonist	-13	5	-8	-4	-4	1
TIM10 inh	20	31	17	7	13	10
NALP3 yeast inh	6	15	28	1	15	18

[49] CC(=O)Nc1ccc(NC(=O)C(C)OC(=O)CNC(=O)c2cccs2)cc1 (centres undefined)
[50] S=C(NCCc1ccccc1)NCCc1ccccc1
[51] O=C(CCc1ccccc1)Nc1c(F)cccc1F
[52] CCc1cc2c(-c3ccccc3)cc(=O)oc2cc1OC(C)C(=O)NCC1CCC(C(=O)O)CC1 (centres undefined)
[53] Cc1cccc(NC(=O)Cn2nnc(C(=O)Nc3ccc(F)c(Cl)c3)c2N)c1
[54] C=CCSc1nnc(N2C(=O)C(O)=C(C(=O)c3ccco3)C2c2ccccc2F)s1 (centres undefined)
assay / compound	49	50	51	52	53	54
NR3A LBD binder	5	26*	-2	-2	3	-1
tim10-1 inh	-11	17	4	4	-12	12
APJ ag	9	-1	-2	-1	3	-10
MPTP block	-2.0	4.5	0.3	-1.0	0.7	-1.1
tim23-1 inh	-12	40	-5	-6	-11	6
MIN6 prolif	-5	-2	1	0	1	1
APJ antagonist	10	-5	2	-3	-8	6
TIM10 inh	-10	39	2	1	-5	-6
NALP3 yeast inh	8	25	5	2	8	16

[55] CC(C)(C)NC(=O)NC(=O)COC(=O)Cc1coc2ccc3ccccc3c12
[56] Cc1ccc(C)c(Oc2cc(NC(=O)CCCn3nc(C)c([N+](=O)[O-])c3C)cc([N+](=O)[O-])c2)c1
[57] O=C(NNC(=O)c1ccc[nH]1)c1cc(Cl)cc(Cl)c1
[58] CC(C)OP(=O)(OC(C)C)C(NC(=O)c1ccccc1Br)C(N)=O (centres undefined)
assay / compound	55	56	57	58
NR3A LBD binder	-13	16*	-1	-1
tim10-1 inh	-12	32	6	-12
APJ ag	-1	0	-1	-3
MPTP block	-1.0	94*	-2.2	8.8
tim23-1 inh	-18	24	-3	13
MIN6 prolif	-1	0	-2	0
APJ antagonist	19	-1	4	-15
TIM10 inh	22	23	-4	-20
NALP3 yeast inh	18	7	8	30
